# HTR5A ag: HTR5A agonists in luminescence cell assay, primary screen, counter-screen for OPRM1-OPRD1 heterodimer agonist project, full-deck HTS; 5-hydroxytryptamine receptor 5A (Homo sapiens), P47898; cell-based; activation, % at 9.3 µM; actives 0.61% (n = 340,000); AID 504692, 2011; in the data active means activation mostly above about 9.5%, no sharp cut-off; inactive means mostly below about 7.6%;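 further: 0% = cells with vehicle only and 100% = reference agonist; strong numbers were not always called active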
# OPRM1-OPRD1 ag: agonists of OPRM1-OPRD1 heterodimerization, primary screen, cell-based, luminescence. Mu-type opioid receptor (Homo sapiens) + Delta-type opioid receptor (Homo sapiens), …. cells. activation, % at 9.3 µM. actives 0.3% (n = 340,000). AID 504326, 2011; in the data active means activation above about 18%;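 further: 0% = vehicle-treated cells and 100% = reference agonist; values of inactives mirror those of a sister screen read the other way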
# Pemphigus Ab inh: inhibitors of pemphigus antibody binding to DSG3, primary screen, biochemical, bead-based, flow cytometry, scFv-GFP. binding (percent of control), % at 10 µM. DSG3-coupled beads, scFv-anti-DSG3-GFP binding; active compounds read low. actives 0.48% (n = 310,000). Desmoglein-3 (Homo sapiens), P32926;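 active means binding more than 3 SD below its plate's average and above zero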;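 further: hits lower antibody fragment binding to DSG3; some compounds called inactive have numbers as strong as hits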
# PKA-R1A act: activators of PKA-R1A holoenzyme, primary screen, biochemical, fluorescence polarization, Cy5-IP20, bovine R1A, mouse PKAc; AID 504707, 2011; actives 0.083% (n = 340,000); activation, % at 11.4 µM; PKA-R1A dissociation; scaled: DMSO 0%, 113 µM cGMP 100%;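 active means percent activation above the mean of all tested compounds plus 3 SD, cut at about 19% in these data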;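 further: higher means more PKAc released from R1A so a rise in polarization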
# PKA-R2B act: activators of PKA-R2B holoenzyme, primary screen, biochemical, fluorescence polarization, Cy5-IP20, human | cAMP-dependent protein kinase catalytic subunit beta (Homo sapiens) + cAMP-dependent … | activation, % at 11.4 µM | actives 0.079% (n = 340,000) | PKA-R2B holoenzyme dissociation; R2B truncated from residue 108, S112A mutant; 0% DMSO only, 100% 113 µM cGMP;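 active means activation above a cutoff set at the mean over all compounds plus 3 SD, cut at about 18% in these data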;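 further: higher means more holoenzyme dissociation and a rise in polarization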
# Target sequence (P31323 whole entry, looked up, other chains not shown, the tested form may be a part): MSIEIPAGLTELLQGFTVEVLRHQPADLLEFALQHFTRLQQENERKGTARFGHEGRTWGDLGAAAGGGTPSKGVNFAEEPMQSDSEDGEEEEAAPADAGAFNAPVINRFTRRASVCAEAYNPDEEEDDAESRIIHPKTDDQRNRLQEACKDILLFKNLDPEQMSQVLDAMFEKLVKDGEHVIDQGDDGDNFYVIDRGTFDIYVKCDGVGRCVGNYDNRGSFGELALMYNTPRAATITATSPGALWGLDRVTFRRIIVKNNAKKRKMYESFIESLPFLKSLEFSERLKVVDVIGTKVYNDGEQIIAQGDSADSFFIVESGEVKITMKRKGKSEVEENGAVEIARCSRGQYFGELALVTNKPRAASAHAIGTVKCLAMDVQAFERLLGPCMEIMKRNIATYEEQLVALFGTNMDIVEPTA
# HTR5A inv ag: HTR5A inverse agonists in luminescence cell assay, primary screen, counter-screen for OPRM1-OPRD1 heterodimer inverse agonist project, full-deck HTS; 5-hydroxytryptamine receptor 5A (Homo sapiens), P47898; AID 504634, 2011; inhibition, % at 9.3 µM; HTR5A cell line, inverse agonism; actives 0.083% (n = 340,000); in the data active means inhibition mostly above about 23%, no sharp cut-off; inactive means mostly below about 18%;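 further: 0% = cells with DMSO and 100% = no-cell wells with DMSO; some compounds called inactive have numbers as strong as hits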
# MOR-DOR inv ag: inverse agonists of MOR-DOR heterodimerization, primary screen, cell-based, luminescence; cell-based MOR-DOR heterodimer luminescence, inverse agonism; inhibition, % at 9.3 µM; actives 0.21% (n = 340,000); AID 504357, 2011; in the data active means inhibition above about 22%, passing the limit was not always enough;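 further: 0% = cells with DMSO and 100% = wells without cells with DMSO; values of inactives mirror those of a sister screen read the other way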
# DAGLB inhibitor: DAGLB lipase inhibitors, primary screen, biochemical, fluorescence, HTS; Diacylglycerol lipase-beta (Homo sapiens), Q8NCG7; HEK293T DAGLB membrane lysate, EnzChek fluorogenic substrate; inhibition, % at 5.17 µM; actives 0.059% (n = 340,000); in the data active means inhibition above about 34%;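 further: 0% = enzyme with vehicle and 100% = wells lacking enzyme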
# Target sequence (Q8NCG7 whole entry, looked up): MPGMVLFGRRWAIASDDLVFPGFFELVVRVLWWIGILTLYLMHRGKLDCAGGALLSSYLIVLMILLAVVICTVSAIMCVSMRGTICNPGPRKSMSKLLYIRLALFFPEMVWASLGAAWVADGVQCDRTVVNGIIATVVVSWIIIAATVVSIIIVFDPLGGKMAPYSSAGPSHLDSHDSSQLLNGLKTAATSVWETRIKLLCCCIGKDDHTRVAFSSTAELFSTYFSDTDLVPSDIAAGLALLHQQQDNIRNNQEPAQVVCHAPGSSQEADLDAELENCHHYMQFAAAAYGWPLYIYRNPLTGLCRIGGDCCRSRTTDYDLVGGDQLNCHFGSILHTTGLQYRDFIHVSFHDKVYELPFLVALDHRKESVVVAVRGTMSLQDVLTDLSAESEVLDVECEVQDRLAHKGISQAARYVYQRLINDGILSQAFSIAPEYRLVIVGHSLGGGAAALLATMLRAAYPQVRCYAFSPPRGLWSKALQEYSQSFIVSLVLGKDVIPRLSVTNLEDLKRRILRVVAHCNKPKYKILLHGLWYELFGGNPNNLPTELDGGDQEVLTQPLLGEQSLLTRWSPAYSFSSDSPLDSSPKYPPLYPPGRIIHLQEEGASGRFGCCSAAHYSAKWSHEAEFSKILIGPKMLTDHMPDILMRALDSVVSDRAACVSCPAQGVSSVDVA
# Arrestin-AP2 inh: inhibitors of beta-arrestin/AP2 binding, primary screen, biochemical, GPCR trafficking, flow cytometry | FITC-arrestin peptide / GST-AP2 beads; AP2 beta2 appendage carries R879A mutation | inhibition, % at 10 µM | actives 0.31% (n = 340,000) | AID 504490, 2011;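 active means inhibition above a set limit, near 3 SD of compounds lacking own fluorescence, cut at about 54% in these data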;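 further: plate controls were DMSO wells for no effect and 5 µM unlabelled arrestin peptide for full effect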
#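 Measured by: flow cytometry, FL1 (488/535 nm); Material: AP2 appendage R879A on GSH beads; Evaluation: percent response; Timing: pre-incubation 12 min, peptide binding 1 h, room temperature; Also added: 50 nM FITC-arrestin peptide; Medium: PBS with 0.05% Tween 20 and 0.1% BSA.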
# V-ATPase pH: regulators of yeast V-ATPase proton pumping, primary screen, pHLuorin cytosolic pH fluorescence. response, % at 10 µM. S. cerevisiae. actives 0.37% (n = 350,000). AID 504577, 2011; in the data active means response mostly above about 7.3%, no sharp cut-off; inactive means mostly below about 5.4%; further: actives read high; inactives centre near 0; some compounds called inactive have numbers as strong as hits; reference of the scale not given here
# The depositor's hits bear a star; · = no result given. Rows were taken by chance (roughly 2.4% active in at least one column).
SMILES,HTR5A ag,OPRM1-OPRD1 ag,Pemphigus Ab inh,PKA-R1A act,PKA-R2B act,HTR5A inv ag,MOR-DOR inv ag,DAGLB inhibitor,Arrestin-AP2 inh,V-ATPase pH
COc1cc2sc3cc(NCc4ccc(C)o4)ccc3c(=O)c2cc1OC,3,0.6,98,3,14,3,-3,-3,5,2
CN(C)c1ccc(/C=C(\NC(=O)c2ccccc2)C(=O)NCCCN2CCOCC2)cc1,-1,-3.1,107,9,-7,-3,16,1,-11,2
Cn1cc(S(=O)(=O)N2CCCC2)cc1C(=O)N1CCN(c2ccccc2)CC1,7,-2.9,97,-8,-13,-22,17,-1,-7,0
CCOc1cc(N2CCOCC2)c(OCC)cc1NC(C)C(=O)N1CCC(C)CC1 (configuration not stated),7,-0.6,78,2,-2,24,3,3,5,6
O=C(NC(=S)Nc1ncc(Br)cc1Br)c1ccccc1,6,-2.6,107,5,-12,13,14,0,-5,0
CC1=C(C(N)=O)C(c2cccnc2)n2nc(-c3cccc(C)c3)nc2N1 (configuration not stated),-3,-1.2,119,2,-3,-7,7,1,-2,2
Cc1ccc2c(c1)N(C(C)C(=O)NCc1cccs1)C(=O)CO2 (configuration not stated),1,-1.8,104,-6,4,2,9,-1,-1,1
C=CCn1c(SCC(=O)c2ccc(Cl)s2)nc2ccccc2c1=O,1,-0.1,97,4,-10,-2,0,-7,-2,0
COc1ccc(CC(=O)N2CC(=O)N(CCc3ccccc3)C(=O)C2)cc1,4,0.7,109,2,8,-14,-3,-1,1,8.7*
CCOc1ccc(NC(=O)CS(=O)(=O)c2cn(CC)c3ccccc23)cc1,-5,0.7,108,0,0,13,-4,-1,-4,6
O=C(NCc1ccco1)C(=O)NCC1OCCCN1S(=O)(=O)c1ccccc1 (configuration not stated),6,-0.5,·,13,-7,10,3,-1,4,-2
O=C(CN1C(=O)CSc2ccc(S(=O)(=O)N3CCOCC3)cc21)NCCCN1CCOCC1,0,0.4,108,3,6,6,-2,1,40,3
C/C(CCc1oc2ccc(Cl)cc2c1-c1ccc(C)o1)=N\O,6,3.0,·,-2,5,9,-19,-5,44,-2
CCc1ccc(OCC(=O)Nc2ccc(S(=O)(=O)Nc3cc(C)on3)cc2)c(Br)c1,2,-0.5,·,-4,2,-6,3,8,15,1
O=C(Nc1cccc([N+](=O)[O-])c1)c1ccc(N2CCCC2=O)cc1,-2,-2.2,92,-15,-4,3,11,-1,7,-2
O=C1/C(=C/c2cccs2)SC(=S)N1c1ccccc1,-1,-1.7,96,-4,-6,-43,9,-1,8,0
Cc1cccc(NS(=O)(=O)c2nnc(NC(=O)C3CCCCC3)s2)c1,2,0.9,101,-7,11,-6,-5,3,2,7
Cc1ccc(NC(=O)N2CCN(C(=O)C3CCCO3)CC2)cc1 (configuration not stated),4,-1.3,105,10,9,-5,4,-9,26,6
CCC(CC)NC(=O)c1cccc([N+](=O)[O-])c1C,-1,2.7,96,10,-8,4,-14,3,·,-1
CC(=O)c1c(C)nn(CCC(=O)O)c1C,6,-2.1,·,6,7,1,13,1,28,1

# A stretch of the results above, for reference:
SMILES,HTR5A ag,OPRM1-OPRD1 ag,Pemphigus Ab inh,PKA-R1A act,PKA-R2B act,HTR5A inv ag,MOR-DOR inv ag,DAGLB inhibitor,Arrestin-AP2 inh,V-ATPase pH
COc1cc2sc3cc(NCc4ccc(C)o4)ccc3c(=O)c2cc1OC,3,0.6,98,3,14,3,-3,-3,5,2
CN(C)c1ccc(/C=C(\NC(=O)c2ccccc2)C(=O)NCCCN2CCOCC2)cc1,-1,-3.1,107,9,-7,-3,16,1,-11,2
Cn1cc(S(=O)(=O)N2CCCC2)cc1C(=O)N1CCN(c2ccccc2)CC1,7,-2.9,97,-8,-13,-22,17,-1,-7,0

# Full records as entered above.
# Entry for CCOc1ccc(NC(=O)CS(=O)(=O)c2cn(CC)c3ccccc23)cc1 : HTR5A ag: -5; OPRM1-OPRD1 ag: 0.7; Pemphigus Ab inh: 108; PKA-R1A act: 0; PKA-R2B act: 0; HTR5A inv ag: 13; MOR-DOR inv ag: -4; DAGLB inhibitor: -1; Arrestin-AP2 inh: -4; V-ATPase pH: 6
# Entry for O=C(Nc1cccc([N+](=O)[O-])c1)c1ccc(N2CCCC2=O)cc1 : HTR5A ag: -2; OPRM1-OPRD1 ag: -2.2; Pemphigus Ab inh: 92; PKA-R1A act: -15; PKA-R2B act: -4; HTR5A inv ag: 3; MOR-DOR inv ag: 11; DAGLB inhibitor: -1; Arrestin-AP2 inh: 7; V-ATPase pH: -2

# New compounds follow
SMILES,HTR5A ag,OPRM1-OPRD1 ag,Pemphigus Ab inh,PKA-R1A act,PKA-R2B act,HTR5A inv ag,MOR-DOR inv ag,DAGLB inhibitor,Arrestin-AP2 inh,V-ATPase pH
CCCOc1ccc(C(=O)C(c2ccccc2)N2CCOCC2)cc1 (configuration not stated),2,-0.1,109,-4,2,-8,0,-5,38,-2
CCCCN(C(=O)c1ccc(NC2CC2)c([N+](=O)[O-])c1)c1c(N)n(CC(C)C)c(=O)[nH]c1=O,-1,-1.3,·,-20,-3,2,5,2,-1,-1
CC(=O)Nc1ccn(-c2ccccc2)n1,-2,1.0,109,5,-2,-19,-6,0,24,-4
CCCCNC(=S)N(CCCN(C)C)Cc1cc2cc3c(cc2[nH]c1=O)OCO3,-1,-1.7,108,4,-2,5,8,4,38,0
COc1cccc(C(=O)c2cn(CC(=O)NCc3ccco3)c3nc(C)ccc3c2=O)c1,2,-1.9,97,5,-5,6,10,-1,4,-2
CC(=O)Nc1ccc(S(=O)(=O)N2CCN(Cc3ccncc3)CC2)cc1,3,-2.2,94,-10,10,19,14,-3,19,-2
Cc1ccc2nc3c(nc2c1C)C(O)=C3O,-5,-2.2,108,-6,-7,8,11,-3,27,6
CC(=O)c1c(C)[nH]c(C(=O)OCC(=O)N2CCN(S(=O)(=O)c3ccc(C)cc3)CC2)c1C,-1,-1.7,·,10,5,2,7,-1,-6,-1
Cc1ccc(S(=O)(=O)N2CCCOC2)cc1,-2,-1.1,102,0,-9,-29,6,1,2,-3
CCCCc1nc(SCC(=O)Nc2nnc(C(C)C)s2)n[nH]1,2,-2.4,·,8,6,3,12,4,4,6
O=C(c1cnc(N2CCN(c3ncccn3)CC2)c2ccccc12)N1CCN(c2ccccn2)CC1,3,-1.0,95,2,-7,-6,6,-1,-5,-3
Cc1cccc(NC(=O)c2cc(Cl)nc3ccccc23)n1,-1,-1.1,110,10,10,8,6,-3,3,1
COc1ccc(NC(=O)C2=CC(c3ccc(OC)cc3)=NS(=O)(=O)N2C)cc1,-4,1.4,102,-6,6,12,-8,-1,-4,4
CC(C)NC(=O)Cn1nnc(-c2ccc(Cl)cc2)n1,4,-1.1,120,3,-1,6,6,1,6,-4
CCOC(=O)C1=C(C)N(C[C@@H]2CC[C@@H](Cc3ccc4cc(OC)ccc4c3)O2)C(=O)NC1c1ccccc1 (some centres not stated),2,2.0,110,-2,-1,-8,-9,-3,12,1
COc1ccc(/C=C(\NC(=O)c2ccc(OC)cc2)C(=O)NC(CCSC)C(=O)O)cc1 (configuration not stated),-3,-3.0,·,6,0,6,13,-4,7,-1
COc1cccc2cc(/C(C)=N/Nc3nc(-c4cc(C)ccc4C)cs3)c(=O)oc12,-2,-1.2,·,9,13,5,6,4,4,-4
COc1ccc(S(=O)(=O)N2CCC(C(=O)Nc3ccc(F)cc3)CC2)c2cccnc12,2,-2.1,102,-4,-7,13,11,-2,6,1
COc1cc(NC(=O)C2=C(N3CCOCC3)/C(=C\c3ccc(Cl)cc3Cl)CC2)cc(OC)c1OC,5,-1.0,85,12,-10,-3,5,2,-3,-1
CC(C(=O)NNS(=O)(=O)c1cccc(C(F)(F)F)c1)n1nnc(N2CCOCC2)n1 (configuration not stated),2,1.8,100,-6,-3,9,-9,1,15,0
CC(C)(OC(=O)c1cccs1)c1cc2ccccc2c(=O)o1,11,-0.3,104,-9,-1,-2,2,-5,5,-4
Cc1ccc(N2C(=O)c3ccc(C(=O)N4CCN(c5ccccc5F)CC4)cc3C2=O)cc1,3,-1.8,85,-14,-1,-7,10,-6,-3,0
CC1CCCCC12NC(=O)N(CC(=O)Nc1sc3c(c1C(N)=O)CCC3)C2=O (configuration not stated),-3,-2.3,·,-9,-5,7,10,2,-6,-6
Cc1ccc(NC(=O)/C(=C/c2cccc(Br)c2)NC(=O)c2ccco2)cc1,-6,-0.2,102,-11,-9,14,1,-1,4,3
CCN1C(=O)/C(=C2/Sc3ccccc3N2CC)S/C1=N\c1ncn[nH]1,-1,-1.7,·,2,-4,3,8,1,20,2
COc1ccc2nc(N3C(=O)C(O)=C(C(=O)c4ccco4)C3c3ccc(OC)c(OC)c3)sc2c1 (configuration not stated),·,·,113,8,12,·,·,6,·,·
Cc1ccc(Cl)cc1NC(=S)N(CCCN1CCOCC1)Cc1ccco1,4,-0.1,96,1,-8,-10,1,0,3,1
CCOC(=O)N1CCC(N(CCOC)C(=O)Nc2ccc(Cl)cc2)CC1,8,-1.9,117,1,-8,-26,11,-4,-3,-1
COc1ccc(OCCSc2nc(N)cc(=O)[nH]2)cc1,-5,-0.3,103,-7,-12,-16,1,1,7,-1
CCN1C(=O)[C@H]2[C@H]3CN=C(SCC(=O)c4ccccc4)N3[C@@](CC)(C(=O)OC)[C@H]2C1=O,-2,-3.9,101,-8,4,6,19,1,8,0

# Among those listed so far, these contain two or more sulfur atoms.
SMILES,HTR5A ag,OPRM1-OPRD1 ag,Pemphigus Ab inh,PKA-R1A act,PKA-R2B act,HTR5A inv ag,MOR-DOR inv ag,DAGLB inhibitor,Arrestin-AP2 inh,V-ATPase pH
C=CCn1c(SCC(=O)c2ccc(Cl)s2)nc2ccccc2c1=O,1,-0.1,97,4,-10,-2,0,-7,-2,0
O=C(CN1C(=O)CSc2ccc(S(=O)(=O)N3CCOCC3)cc21)NCCCN1CCOCC1,0,0.4,108,3,6,6,-2,1,40,3
O=C1/C(=C/c2cccs2)SC(=S)N1c1ccccc1,-1,-1.7,96,-4,-6,-43,9,-1,8,0
Cc1cccc(NS(=O)(=O)c2nnc(NC(=O)C3CCCCC3)s2)c1,2,0.9,101,-7,11,-6,-5,3,2,7
CCCCc1nc(SCC(=O)Nc2nnc(C(C)C)s2)n[nH]1,2,-2.4,·,8,6,3,12,4,4,6
CCN1C(=O)/C(=C2/Sc3ccccc3N2CC)S/C1=N\c1ncn[nH]1,-1,-1.7,·,2,-4,3,8,1,20,2
